Source: PubChem (several laboratories)
MEP2 TOR yeast: modulators of TOR pathway MEP2-GFP in S. cerevisiae | GFP response vs DMSO, % at 10 µM | S. cerevisiae MEP2-GFP strain, flow cytometry GFP, 3 h; 100% = DMSO control level | 0.51% of 330,000 active;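 active means GFP response versus DMSO above a set limit, roughly screen mean plus 3 SD, cut at about 180% in these data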;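 further: median GFP fluorescence of the barcode-gated MEP2-GFP cells per well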
LAP4-GFP MLPCN: yeast TOR pathway LAP4-GFP modulation. S. cerevisiae LAP4-GFP multiplex, flow cytometry GFP, 3 h; median GFP as percent of DMSO wells. GFP response vs DMSO, % at 10 µM. 0.34% of 320,000 active. AID 2023;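 active means GFP response vs DMSO above a set limit, about the screen mean plus 3 SD, cut at about 150% in these data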
AHR activator: human AHR activation; AHR-responsive luciferase reporter cells, luminescence; activation, % at 5 µM; 2.5% of 320,000 active; AID 2796; in the data active means activation above about 47%;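 further: 0% = vehicle wells and 100% = reference agonist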
GASC-1 inh: inhibitors of human GASC-1 (JMJD2C) demethylase | Q9H3R0 | GST-JMJD2C(1-420) H3K9me3 demethylation, DELFIA europium | 0.069% of 330,000 active | inhibition, % at 2.35 µM;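 active means more than half of a compound's replicate wells show inhibition beyond 50%, single wells judged on their own value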;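 further: signal counts dimethyl H3K9 product captured on neutravidin plate; 0% = median of DMSO wells and 100% = 0.3 times that DMSO median; strong numbers were not always called active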
Target sequence (Q9H3R0 1-420 limits assumed): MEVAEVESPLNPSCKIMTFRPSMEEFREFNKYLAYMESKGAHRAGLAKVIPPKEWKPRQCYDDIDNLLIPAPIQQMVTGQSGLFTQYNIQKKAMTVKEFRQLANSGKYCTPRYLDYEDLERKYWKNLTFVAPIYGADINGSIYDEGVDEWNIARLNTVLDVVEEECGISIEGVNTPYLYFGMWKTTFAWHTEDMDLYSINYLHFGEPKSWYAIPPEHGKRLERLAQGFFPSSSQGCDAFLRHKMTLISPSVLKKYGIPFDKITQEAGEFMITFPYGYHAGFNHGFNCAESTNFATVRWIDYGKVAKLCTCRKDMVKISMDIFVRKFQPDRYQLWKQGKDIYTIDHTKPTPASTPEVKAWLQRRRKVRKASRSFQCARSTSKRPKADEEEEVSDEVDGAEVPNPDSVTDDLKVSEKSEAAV
RPL19A TOR yeast: modulators of TOR pathway RPL19A-GFP in S. cerevisiae. 0.3% of 330,000 active. percent response vs DMSO, % at 10 µM. S. cerevisiae RPL19A-GFP strain, flow cytometry, 3 h; hits give low values;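 active means percent response vs DMSO below 50%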;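 further: median channel GFP fluorescence of the barcoded RPL19A-GFP strain; ratio of sample median GFP to plate DMSO average so 100% = DMSO; lower means less RPL19A-GFP as with rapamycin TOR inhibition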
Yeast superoxide: caloric restriction mimetics inhibiting age-related superoxide in yeast; S. cerevisiae aged cells, superoxide DHE fluorescence; hits give low values; superoxide response (% of plate mean), % at 10 µM; 0.18% of 330,000 active; AID 2690;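 active means superoxide response under a set limit, about three screen SD below normal, cut at about 65% in these data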;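 further: yeast aged for seven days with compound at 30 °C before DHE staining; 100% = average MFI of all compound-treated wells on the plate with controls excluded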
procasp7 counter: counter-screen for procaspase-3 activators: activators of human procaspase-7; P55210; recombinant procaspase-7, Ac-DEVD-pNA absorbance 405 nm; D23A/D198A/D206A triple mutant, cannot self-cleave; scale: DMSO 0, 5 µM enzyme 100; activation, % at 8.5 µM; 0.093% of 330,000 active;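 active means percent activation above the screen-wide mean plus 3 SD, cut at about 25% in these data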
Target sequence (P55210 whole entry D23A/D198A/D206A): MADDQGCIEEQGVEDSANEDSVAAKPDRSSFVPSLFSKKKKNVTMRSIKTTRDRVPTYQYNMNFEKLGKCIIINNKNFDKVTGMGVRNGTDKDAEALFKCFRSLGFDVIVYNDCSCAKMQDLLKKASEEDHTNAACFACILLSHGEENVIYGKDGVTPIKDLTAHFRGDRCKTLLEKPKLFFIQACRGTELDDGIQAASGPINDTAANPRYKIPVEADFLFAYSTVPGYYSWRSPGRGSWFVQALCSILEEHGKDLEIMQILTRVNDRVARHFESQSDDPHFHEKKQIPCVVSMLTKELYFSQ
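System: Procaspase-7 triple mutant (PC-7 D3A); measure: % activation from two-timepoint absorbance difference, scaled to controls; times: 1 h compound preincubation, 2 h substrate cleavage, 25 °C; also added: Ac-DEVD-pNA substrate, 400 µM as added; measured by: Epi-absorbance of released pNA at 405 nm, two timepoints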
proCasp3 act: activators of human procaspase-3. recombinant procaspase-3 D3A, Ac-DEVD-pNA absorbance 405 nm. activation, % at 8.5 µM. 0.11% of 330,000 active. AID 463141;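 active means activation above the mean of all tested compounds plus 3 SD, cut at about 21% in these data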;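 further: 0% = DMSO alone and 100% = DMSO wells spiked with extra 5 µM PC-3 D3A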
Target sequence (P42574 whole entry D9A/D28A/D175A): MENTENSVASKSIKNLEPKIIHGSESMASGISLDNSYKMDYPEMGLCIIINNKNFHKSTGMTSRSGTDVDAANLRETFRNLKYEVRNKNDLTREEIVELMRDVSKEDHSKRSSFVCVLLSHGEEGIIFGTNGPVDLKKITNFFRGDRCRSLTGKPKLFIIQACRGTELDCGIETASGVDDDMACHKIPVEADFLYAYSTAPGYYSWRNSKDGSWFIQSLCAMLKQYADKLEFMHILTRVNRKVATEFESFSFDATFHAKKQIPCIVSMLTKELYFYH
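Assay system – Procaspase-3 D3A mutant · Benchmarks – DMSO low control, extra-enzyme high control · Technique – 405 nm absorbance of p-nitroaniline, reads at 0 and 120 min · Doses – 8.5 µM nominal · Measure – % activation between DMSO and enzyme-spiked controls · Also added – Ac-DEVD-pNA chromogenic peptide substrate · Schedule – 1 h compound preincubation, 2 h substrate hydrolysis at 25 °C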
* = called active by the depositor; . = no result given.

SMILES	MEP2 TOR yeast	LAP4-GFP MLPCN	AHR activator	GASC-1 inh	RPL19A TOR yeast	Yeast superoxide	procasp7 counter	proCasp3 act
CN(C)c1nc(N/N=C/c2ccccc2O)nc(Nc2ccc(F)cc2)n1	98.9	109.7	38.0	5.9	77.7	97.8	-3.3	-18.3
CC(=O)/C(=N\Nc1ccc(Cl)cc1)Sc1nnc(-c2ccccc2)n1-c1ccccc1	116.6	108.2	9.6	9.9	104.4	120.5	-7.2	-1.9
Cc1ccc(C(c2sc3nc(C)nn3c2O)N2CCN(c3ccccc3F)CC2)cc1 (stereo not given)	99.2	93.3	2.3	42.6	96.7	117.1	5.1	1.9
CCOc1ccc(NCc2cccn2-c2nnc(N3CCC(C(=O)NCCCN4CCCCC4C)CC3)s2)cc1 (stereo not given)	98.4	99.0	-1.1	-2.9	99.3	89.4	8.0	15.7
c1ccc(Cc2nnc(-c3ccccc3)o2)cc1	109.6	96.7	0.7	1.4	106.1	103.6	-5.5	1.8
CCOC(=O)/C=C/COc1ccccc1[N+](=O)[O-]	102.4	115.0	-1.0	8.5	99.0	105.8	7.4	5.7
CCCC(C(=O)NC1CCCC1)N(Cc1ccc(F)cc1)C(=O)c1snc(C(N)=O)c1N (stereo not given)	104.2	95.0	-0.1	-4.1	102.0	93.4	2.3	-9.3
Cc1ccc(C(C)NC(=O)c2ccncc2)cc1C (stereo not given)	93.1	77.5	7.5	-18.0	101.5	86.6	0.2	-9.8
COc1ccc(C(=O)OCC(=O)c2ccc3c(c2)NC(=O)CO3)cc1OC	107.4	91.3	-0.4	0.2	103.8	90.3	15.6	8.1
O=C(NCc1cccnc1)c1cccnc1-c1nc2ccccc2s1	102.2	94.9	9.5	5.1	102.5	106.7	-4.9	-3.2
CN(C)c1ccc(/C=C2\SC(N3CCCCC3)=NC2=O)cc1	110.6	91.2	23.8	-4.6	103.5	102.1	-21.1	-20.1
COCCCNC(=S)N1CCN(c2nc(C)nc3sc4c(c23)CCCC4)CC1	101.0	89.6	1.1	13.5	98.8	101.8	3.3	9.9
Cc1ccc(CN2C(=O)N/C(=C/c3cc(C)n(-c4ccccn4)c3C)C2=O)cc1	107.7	102.2	40.3	-10.7	103.6	100.3	-6.8	-3.3
C[C@]12C=CC(=O)C=C1CC[C@@H]1[C@@H]2[C@@H](O)C[C@@]2(C)[C@H]1CC[C@]2(O)C(=O)CO	95.5	102.7	8.5	-10.6	102.7	102.9	-6.4	0.9
Cc1cc(C(=O)N/N=C/c2c3ccccc3cc3ccccc23)n[nH]1	104.2	96.3	97.6*	6.4	102.5	110.0	-17.0	-12.4
CCC(NC(=O)NCCCn1ccnc1)(C(F)(F)F)C(F)(F)F	88.3	82.4	8.9	-5.7	86.5	92.9	1.6	0.9
CC1(C)C2CC=C(/C=N/NC(=O)c3ccccc3Br)C1C2 (stereo not given)	104.0	91.9	-2.7	10.7	107.4	107.3	1.4	12.2
COc1ccc(S(=O)(=O)NC2CC(=O)N(c3cccc(F)c3)C2)cc1OC (stereo not given)	98.9	104.0	-0.8	-20.0	100.3	97.4	9.7	6.3
COc1ccc(CCNC(=O)Cn2c(=O)n(CC3CCCO3)c(=O)c3cc(OC)c(OC)cc32)cc1OC (stereo not given)	95.7	99.4	0.4	5.0	97.6	84.5	6.2	8.2
COc1cc(Cl)c(C)cc1NC(=O)CCCn1c(=O)oc2ccccc21	90.3	101.2	23.5	9.5	99.5	103.1	7.9	10.3
N#CCNC(=O)C1CC(=O)N(CCc2ccc(F)cc2)C1 (stereo not given)	101.8	88.3	-1.2	-0.6	102.5	97.0	2.5	2.2
CCc1nnc(NC(=O)CCC(=O)N2CCN(C3c4ccccc4-c4ccccc43)CC2)s1	104.6	106.7	2.0	3.4	101.1	103.5	11.4	3.2
CCOc1ccccc1NC(=O)CCN1CCN(S(=O)(=O)c2ccc(OC)cc2)CC1	96.2	91.8	9.0	1.5	104.2	91.7	3.8	-1.8
Cc1ccc(C)c(CNc2ccc(S(=O)(=O)N3CCCCC3)cc2)c1	98.6	105.0	-2.0	1.7	99.0	96.9	-4.5	-0.1
Cc1ccc(/C=N/NC(=O)c2cccc(S(=O)(=O)N3CCOCC3)c2)o1	106.6	106.3	1.2	5.1	103.2	76.3	0.4	4.4
COc1cccc(N2CCN(c3ccc4nnc(CCC(=O)Nc5ccc(C)cn5)n4n3)CC2)c1	135.8	98.1	-0.6	16.8	59.7	125.4	13.5	7.6
CN(C)CCCNc1oc(-c2ccccc2Cl)nc1S(=O)(=O)c1ccccc1	103.7	100.8	1.3	-1.6	94.9	101.2	-10.3	-2.5
Cc1ccc(N(C(=O)CNC(=O)c2ccco2)C(C(=O)NC2CCCCC2)c2cccnc2)c(C)c1 (stereo not given)	110.7	91.2	-3.3	-3.6	94.9	90.7	1.9	-2.3
O=C1c2ccccc2C(=O)N1Cc1cccnc1	100.1	103.6	-0.3	5.6	102.8	89.1	-8.9	1.1
CCOc1ccc(N)cc1OC	113.3	99.8	7.3	5.4	97.3	91.3	-4.0	-10.0
CCn1nnnc1SCC(=O)N(C)C1CCS(=O)(=O)C1 (stereo not given)	97.8	98.0	-0.8	3.4	99.5	92.3	-1.1	6.0
Cc1nn(C)c(Cl)c1C(=O)NCC(=O)NCc1ccccc1	98.5	91.5	3.4	-1.2	106.8	90.3	8.2	2.4
N#CCCN1CCN(Cc2ccccc2)CCC1=O	94.9	111.2	-1.8	-3.6	96.4	98.5	3.5	-7.6
C=C(C)Cn1c(C2CC(=O)N(c3ccccc3F)C2)nc2ccccc21 (stereo not given)	101.0	112.2	2.2	-4.4	105.3	113.3	1.1	-3.4
CCCN(c1ccccc1F)S(=O)(=O)c1c[nH]c(C(=O)OC)c1	97.3	97.7	2.0	1.1	96.5	83.0	13.4	-0.8
Cc1ccc(C(=O)NC2CC(=O)N(c3ccc4c(c3)OCCO4)C2)cc1[N+](=O)[O-] (stereo not given)	93.7	103.3	-1.1	11.9	90.3	99.0	1.4	-5.7
CCn1ncc([N+](=O)[O-])c1C(=O)Nc1c(C)cccc1C	111.4	102.9	.	-18.1	106.4	103.0	.	.
N#C/C(=C\c1ccccc1)C(=O)N1CCN(c2ccccc2F)CC1	103.6	121.1	0.2	3.4	100.2	94.8	-2.6	6.5
O=C(Nc1ccc(F)cc1)C(c1ccccc1)N1CCN(S(=O)(=O)c2ccccc2)CC1 (stereo not given)	104.5	98.0	-2.6	3.8	96.7	122.0	13.2	-0.8
C[C@H](CO)N1C[C@H](C)[C@@H](CN(C)Cc2ccc(C(=O)Nc3ccccc3N)cc2)Oc2c(NC(=O)C3CCCCC3)cccc2C1=O	98.8	103.3	4.6	.	98.6	86.7	8.2	-0.3
COc1cccc(NC(=O)c2c(F)cccc2F)c1	95.5	131.5	6.4	-3.9	95.0	100.3	8.8	-0.8
Cc1nc(Nc2nc(CSc3nc4ccccc4[nH]3)cc(=O)[nH]2)nc2ccccc12	104.5	91.5	2.2	1.8	108.3	120.3	10.2	-2.2
COc1cc(SC)ccc1C(=O)Nc1ccon1	87.7	.	6.3	-3.1	93.0	93.3	-13.0	-2.4
Nc1nnc(N2CCCCCC2)s1	103.4	98.0	0.7	-9.2	99.7	86.0	0.8	8.2
Cc1cccc(OCc2nnc(SCC(=O)N3c4ccccc4CC3C)n2C)c1C (stereo not given)	89.4	109.0	8.5	-8.4	96.5	94.0	2.3	5.2
Cc1ccc(S(=O)(=O)N(C)c2ccccc2C(=O)Nc2c(F)cccc2F)cc1	107.5	88.9	0.1	-0.9	106.6	95.4	13.4	3.7
O=C(O)CSCc1ccc(C(=O)O)o1	107.4	95.9	0.6	0.2	103.3	111.9	-13.0	-16.8
CC1(C)CC(=O)NC=C(c2ccccc2)C1	102.0	99.3	-1.4	10.2	100.4	84.9	0.2	0.1
O=C(O)COc1ccccc1-c1nc(-c2ccccc2)c(-c2ccccc2)[nH]1	114.2	90.2	-0.1	-11.5	98.1	105.2	4.9	3.4
Cc1cc(C)n2nc(SCC(=O)N3CCCC3)nc2n1	93.6	93.6	4.0	-11.2	94.1	69.3	2.7	-4.0
Cc1ccc(NC(=O)COC(=O)CC2SC(N3CCCC3)=NC2=O)cc1 (stereo not given)	92.2	91.1	0.5	1.9	95.3	118.4	-5.4	-0.3
C=C(C)C1CC=C(C)/C(=N/NC(=O)COc2ccc(Cl)cc2)C1 (stereo not given)	111.8	95.0	6.1	-1.5	102.2	103.2	21.5	-3.1
CC1Sc2ccc(C(=O)Nc3ccc(S(=O)(=O)N(C)C)cc3)cc2NC1=O (stereo not given)	102.7	103.7	2.5	4.9	99.8	82.6	9.1	-7.9
COCCNC(=S)N(CCc1c(C)[nH]c2ccc(F)cc12)Cc1ccc(C)cc1	105.3	110.9	.	-4.8	100.9	102.0	.	.
COc1ccccc1N1CCN(C(=O)c2cc(-c3cccs3)on2)CC1	101.5	103.5	0.4	6.7	94.9	123.7	-7.6	0.8
CCOc1ccc(NC(=O)CSc2nc(=O)n(CCN3CCOCC3)c3c2CCCC3)cc1	100.4	102.5	1.4	4.2	101.5	100.6	7.1	4.7
COc1ccccc1NC(=O)Cn1cc(C(=O)C(=O)N2CCOCC2)c2ccccc21	106.7	107.1	4.5	3.3	105.5	100.8	4.1	-2.6
Fc1ccc(C(c2nnnn2Cc2ccccc2)N2CCSCC2)cc1 (stereo not given)	105.3	103.0	0.4	4.4	102.8	98.8	-1.3	0.8
Cc1ccc(NC(=O)CCc2c[nH]c3ccccc23)nc1	102.9	98.7	16.2	7.2	98.2	108.6	14.2	-0.1
COc1ccc(NC(=O)CNC(=O)Cc2ccccc2)cc1	98.7	107.7	15.0	13.2	96.7	84.4	-0.5	-0.6
Other compounds.
SMILES	MEP2 TOR yeast	LAP4-GFP MLPCN	AHR activator	GASC-1 inh	RPL19A TOR yeast	Yeast superoxide	procasp7 counter	proCasp3 act
CC(c1ccccc1F)n1cc(C(=O)NCCCc2nc3ccccc3[nH]2)nn1 (stereo not given)	101.7	98.5	-2.8	1.3	105.8	113.8	-4.9	-2.6
CCC1CCCCN1C(=O)c1cc2c(=O)n3cccc(C)c3nc2s1 (stereo not given)	101.3	81.5	16.7	-11.8	101.0	101.8	-3.1	-1.8
CSC1=NC2(CCCCC2)CC12C=CC(=O)C=C2	105.5	113.3	4.5	8.5	95.2	96.0	2.9	9.1
CCCN1CCN(C(=O)c2ccc3nc(CC)c(CC)nc3c2)CC1	108.2	97.4	9.1	2.3	101.6	94.1	3.7	-4.0
CCc1sc(C(=O)Nc2ncccc2C)cc1C	110.7	106.5	11.6	2.1	98.7	100.9	4.1	-7.8
